# Screening data (PubChem)
# CHO-K1 Ca antag: counter-screen for M1 antagonists: effect in parental CHO-K1 cells; inhibition, % at 3 µM; AID 602250; 0.6% of 360,000 active; ATP-induced calcium, Fluo-8 fluorescence;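 active = inhibition above a per-plate cutoff, the plate's mean sample inhibition plus 3 SD, cut at about 24% in these data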;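 note: 0% = DMSO plus EC80 ATP and 100% = DMSO alone without ATP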
# CHO parental Ca: signal in parental CHO cells, OX1R antagonist counter-screen | parental CHO-K1, ATP-induced calcium, Fluo-8 fluorescence | inhibition, % at 5.6 µM | 0.63% of 330,000 active;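 active = inhibition above that plate's mean sample inhibition plus 3 SD, cut at about 26% in these data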;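 note: 0% = ATP-challenged DMSO wells and 100% = DMSO wells without ATP; some compounds past the cut are filed as inactive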
#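 Material – parental CHO cells · Reagent – ATP stimulus · Compound – single nominal dose of 5.6 µM per compound · Detection – Fluo-8 fluorescence · Read-out basis – percent inhibition of calcium signal · Controls – ATP-challenged DMSO wells low, unchallenged DMSO wells high · Repeats – no replicates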
# M1 PAM parental: nonselective activator or artifact in parental CHO-K1 calcium assay. 0.02% of 360,000 active. ATP EC20, Fluo-8 calcium fluorescence; 0% at ATP EC20, 100% at ATP max. activation, % at 3 µM;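 active = activation above the run cutoff, the mean activation of all test compounds plus 3 SD, cut at about 40% in these data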;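 note: peak over basal fluorescence ratio in a 140 s read after ATP addition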
# GPR7 antag: human neuropeptides B/W receptor 1 antagonism | AID 1861 | P48145 | inhibition, % at 4.4 µM | GPR7-expressing cells, fluorescence antagonist assay | 1.1% of 290,000 active; in the data active = inhibition above about 16%, passing the limit was not always enough;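 note: cells stimulated with the agonist NPW; 0% = agonist with vehicle and 100% = vehicle without agonist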
# OXTR potentiator: human OXTR potentiation; CHO-OTR cells, Fluo-8 calcium fluorescence, potentiator mode; 0% = oxytocin EC15, 100% = EC100; activation, % at 3 µM; 0.061% of 320,000 active;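 active = activation above that plate's cutoff, the mean activation of tested compounds plus 3 SD, cut at about 6.6% in these data, passing the limit was not always enough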;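 note: 100% uses oxytocin at 75 nM as the full agonist control; some results filed as inactive read as strong as hits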
#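 Assay system: CHO cell line stably expressing human OTR. Reagent: EC15 oxytocin agonist. Dosing: single dose, 3.0 µM nominal final compound concentration. Timing: compound 6 min at room temperature before oxytocin, 100 s read. Signal: kinetic Fluo-8 calcium fluorescence. Controls: oxytocin EC15 low and EC100 high.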
# V1aR counter: V1a receptor agonism, counter-screen for OXTR agonists; P37288; CHO-V1R cells, Fluo-8 calcium fluorescence, agonist mode; 0% DMSO, 100% 3 nM vasopressin; activation, % at 3 µM; 0.25% of 320,000 active; AID 2797;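 active = activation above the mean activation of all tested compounds plus 3 SD, per screening run, cut at about 20% in these data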;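 note: signal is peak over basal fluorescence ratio across a 100 second FLIPR read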
# Target sequence (P37288 whole entry, looked up): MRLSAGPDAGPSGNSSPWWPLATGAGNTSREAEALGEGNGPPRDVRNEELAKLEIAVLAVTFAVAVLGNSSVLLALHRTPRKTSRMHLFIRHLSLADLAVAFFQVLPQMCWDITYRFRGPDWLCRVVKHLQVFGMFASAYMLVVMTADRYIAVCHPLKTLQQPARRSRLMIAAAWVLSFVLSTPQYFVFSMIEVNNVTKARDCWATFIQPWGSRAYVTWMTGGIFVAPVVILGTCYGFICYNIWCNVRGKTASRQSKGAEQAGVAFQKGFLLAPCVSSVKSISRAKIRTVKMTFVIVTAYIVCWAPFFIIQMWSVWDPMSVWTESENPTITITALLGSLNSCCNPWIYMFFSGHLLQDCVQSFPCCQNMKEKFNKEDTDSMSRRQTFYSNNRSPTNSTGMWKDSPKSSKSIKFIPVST
# TAAR1 antag: human TAAR1 antagonism. Q96RJ0. CHO RD-HGA16 TAAR1, Fluo-8 calcium fluorescence, antagonist. inhibition, % at 3 µM. 1.5% of 360,000 active;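 active = inhibition above a per-plate cutoff, the mean inhibition of test compounds on that plate plus 3 SD, cut at about 49% in these data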;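 note: 0% = DMSO plus EC80 beta-PEA response and 100% = DMSO alone without agonist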
# Target sequence (Q96RJ0 whole entry, looked up): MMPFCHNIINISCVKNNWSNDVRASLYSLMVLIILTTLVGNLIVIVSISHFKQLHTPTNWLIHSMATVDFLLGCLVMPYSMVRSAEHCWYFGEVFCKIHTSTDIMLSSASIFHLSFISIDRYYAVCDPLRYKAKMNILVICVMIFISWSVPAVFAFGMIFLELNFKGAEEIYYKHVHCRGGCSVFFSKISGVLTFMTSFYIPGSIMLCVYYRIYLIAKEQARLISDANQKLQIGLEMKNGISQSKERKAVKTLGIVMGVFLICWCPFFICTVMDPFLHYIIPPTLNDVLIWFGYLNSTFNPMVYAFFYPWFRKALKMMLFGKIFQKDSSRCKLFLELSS
#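 Assay system: CHO-derived RD-HGA16 cells stably expressing human TAAR1 plus Gα16. Timing: 140 s kinetic read after compound, 140 s after agonist. Technique: kinetic Fluo-8 calcium fluorescence measurement. Measure: % inhibition of agonist calcium response.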
# CHO-K1 Ca ag: counter-screen for M1 agonists: effect in parental CHO-K1 cells | Fluo-8 calcium fluorescence; scaled to maximal ATP response, vehicle zero | activation, % at 3 µM | 0.48% of 360,000 active | AID 602248; in the data active = activation above about 15%;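 note: untransfected CHO-K1 host cells lacking M1 receptor as counterscreen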
# OXTR ag: human OXTR agonism; P30559; CHO-OTR cells, Fluo-8 calcium fluorescence; normalized: DMSO 0%, oxytocin 100%; activation, % at 3 µM; 0.32% of 320,000 active; AID 2435;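 active = activation above the mean of all tested compounds plus 3 SD, cutoff set per screening run, cut at about 20% in these data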;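 note: peak over basal fluorescence ratio from a 100 s FLIPR kinetic read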
# * hit, by the source's call; . = not tested or not shown.
# Preview:
SMILES,CHO-K1 Ca antag,CHO parental Ca,M1 PAM parental,GPR7 antag,OXTR potentiator,V1aR counter,TAAR1 antag,CHO-K1 Ca ag,OXTR ag
CCN1CCN(C(=O)C(C)Nc2cc(Cl)c(OC)cc2OC)CC1 (stereo unspecified),-10,-3,-2,-2,4,1.3,-25,0.3,0.6
NC(=O)c1ccsc1NC(=O)c1ccco1,-6,-11,9,-6,0,0.0,-1,0.2,-0.7
COc1cc(Br)cc(C2C3=C(CCCC3=O)N(c3ccc(F)cc3)C3=C2C(=O)CCC3)c1O,-9,-17,24,-13,-11,0.4,-4,4.1,0.3
CCN(CC)c1ncnc2c1ncn2[C@H]1CN(Cc2ccncc2)C[C@@H](CO)O1,-2,.,-4,.,.,.,-18,0.2,.
Cc1ccc(C(=O)O)cc1-n1c(=O)n(Cc2ccccc2)c(=O)c2[nH]cnc21,-6,1,7,0,-7,-0.4,-12,-0.4,1.7
O=C(CSc1nccc(-c2cccs2)n1)Nc1ccccc1,-7,4,26,2,3,0.7,-28,1.4,-1.7
Cc1c(C(c2cccc(O)c2)c2c(C)n(C)n(-c3ccccc3)c2=O)c(=O)n(-c2ccccc2)n1C,-4,4,13,-9,-2,0.1,-6,0.0,0.9
CCCCOC(=O)Nc1ccc(S(=O)(=O)Nc2cc(C)nc(C)n2)cc1,9,-5,3,1,-7,0.1,-21,-0.2,0.5
Cc1nn(Cc2ccc(F)cc2)c(C)c1NC(=O)c1cnn2c1NC(c1ccccc1)CC2C(F)(F)F (stereo unspecified),-4,9,-2,23*,-11,4.0,.,0.2,7.4
Cc1cccc(N=C2NC(=O)/C(=C/C=C/c3ccco3)S2)c1,-8,-9,19,-8,-3,-0.5,-24,1.5,-1.9
Cc1noc(C)c1S(=O)(=O)N1CCN(Cc2ccc3c(c2)OCO3)CC1,0,7,11,-8,-5,0.6,13,-0.2,-0.5
COc1cc(SC#N)ccc1N=Cc1c(C)[nH]n(-c2ccc(Cl)cc2)c1=O,-13,18,11,-7,-10,0.3,13,0.4,0.1
O=C(NCc1cccc(F)c1)C1CCN(C(=O)c2sccc2-n2cccc2)CC1,-6,-8,22,-10,-9,0.5,3,2.3,-0.9
CC(C)OCCCNC(=O)C1CCC(CNS(=O)(=O)c2cccc3nsnc23)CC1 (stereo unspecified),-5,-8,22,3,-6,1.3,.,0.5,0.0
Cc1ccccc1NC(=O)Cn1nnc2ccccc21,-3,0,-5,-14,-10,0.9,5,-0.1,-0.5

# The list itself, repeating the preview:
SMILES,CHO-K1 Ca antag,CHO parental Ca,M1 PAM parental,GPR7 antag,OXTR potentiator,V1aR counter,TAAR1 antag,CHO-K1 Ca ag,OXTR ag
CCN1CCN(C(=O)C(C)Nc2cc(Cl)c(OC)cc2OC)CC1 (stereo unspecified),-10,-3,-2,-2,4,1.3,-25,0.3,0.6
NC(=O)c1ccsc1NC(=O)c1ccco1,-6,-11,9,-6,0,0.0,-1,0.2,-0.7
COc1cc(Br)cc(C2C3=C(CCCC3=O)N(c3ccc(F)cc3)C3=C2C(=O)CCC3)c1O,-9,-17,24,-13,-11,0.4,-4,4.1,0.3
CCN(CC)c1ncnc2c1ncn2[C@H]1CN(Cc2ccncc2)C[C@@H](CO)O1,-2,.,-4,.,.,.,-18,0.2,.
Cc1ccc(C(=O)O)cc1-n1c(=O)n(Cc2ccccc2)c(=O)c2[nH]cnc21,-6,1,7,0,-7,-0.4,-12,-0.4,1.7
O=C(CSc1nccc(-c2cccs2)n1)Nc1ccccc1,-7,4,26,2,3,0.7,-28,1.4,-1.7
Cc1c(C(c2cccc(O)c2)c2c(C)n(C)n(-c3ccccc3)c2=O)c(=O)n(-c2ccccc2)n1C,-4,4,13,-9,-2,0.1,-6,0.0,0.9
CCCCOC(=O)Nc1ccc(S(=O)(=O)Nc2cc(C)nc(C)n2)cc1,9,-5,3,1,-7,0.1,-21,-0.2,0.5
Cc1nn(Cc2ccc(F)cc2)c(C)c1NC(=O)c1cnn2c1NC(c1ccccc1)CC2C(F)(F)F (stereo unspecified),-4,9,-2,23*,-11,4.0,.,0.2,7.4
Cc1cccc(N=C2NC(=O)/C(=C/C=C/c3ccco3)S2)c1,-8,-9,19,-8,-3,-0.5,-24,1.5,-1.9
Cc1noc(C)c1S(=O)(=O)N1CCN(Cc2ccc3c(c2)OCO3)CC1,0,7,11,-8,-5,0.6,13,-0.2,-0.5
COc1cc(SC#N)ccc1N=Cc1c(C)[nH]n(-c2ccc(Cl)cc2)c1=O,-13,18,11,-7,-10,0.3,13,0.4,0.1
O=C(NCc1cccc(F)c1)C1CCN(C(=O)c2sccc2-n2cccc2)CC1,-6,-8,22,-10,-9,0.5,3,2.3,-0.9
CC(C)OCCCNC(=O)C1CCC(CNS(=O)(=O)c2cccc3nsnc23)CC1 (stereo unspecified),-5,-8,22,3,-6,1.3,.,0.5,0.0
Cc1ccccc1NC(=O)Cn1nnc2ccccc21,-3,0,-5,-14,-10,0.9,5,-0.1,-0.5
COc1ccc(N2CCN(S(=O)(=O)CCNC(=O)C3CC(=O)N(c4ccccc4)C3)CC2)cc1 (stereo unspecified),-14,-4,8,-6,-8,0.1,0,0.7,0.5
O=C(c1cccc(S(=O)(=O)N2CCCC2)c1)N1CCN(c2ncccn2)CC1,-20,-10,18,-1,-3,1.6,-26,1.2,1.0
COc1ccc(S(=O)(=O)Nc2ccc3c(c2)n(C)c(=O)n3C)cc1,-18,1,16,-21,-9,4.8,-5,0.6,2.5
COC(=O)c1ccc2nc(-c3ccc(C)cc3)c(Cc3ccc(C)cc3)n2c1,-15,.,20,.,.,.,-4,2.6,.
CC1=C(C(=O)N2CCCCCC2)CC(CC(=O)NCCN2CCOCC2)C(=O)N1CCC1=CCCCC1 (stereo unspecified),-9,.,19,.,.,.,-4,0.9,.
C=C(C)COc1ccc(-c2n[nH]c(C)c2-c2ccc(OC)cc2)c(O)c1,-13,-1,17,-24,-7,1.0,62*,-0.2,-1.0
NC1=NC(=O)/C(=C/c2ccc(Cl)cc2Cl)S1,-5,-4,14,-15,-6,1.2,6,6.2,0.2
CC1CCCN(S(=O)(=O)CCNC(=O)c2ccccc2)C1 (stereo unspecified),4,-21,7,.,-12,-0.5,-5,0.7,-0.7
O=S(=O)(c1ccc(F)cc1)N1CCN(CC(O)COCC2CCCO2)CC1 (stereo unspecified),2,.,-21,.,.,.,3,0.4,.
O=C(CN(C(=O)CCC(=O)Nc1ccccn1)c1ccc2c(c1)OCO2)NCc1ccco1,-15,-1,16,-11,1,-0.1,-3,0.5,-0.1
# Next part:
SMILES,CHO-K1 Ca antag,CHO parental Ca,M1 PAM parental,GPR7 antag,OXTR potentiator,V1aR counter,TAAR1 antag,CHO-K1 Ca ag,OXTR ag
CC(C)n1nnnc1SCC(=O)NCc1ccco1,-5,-3,15,-12,-6,-0.1,-15,0.4,-0.1
COCCN(CC(=O)NC1CCCCC1)C(=O)/C=C/C(=O)c1ccc(OC)cc1O,-5,.,19,-4,.,.,19,1.7,.
Cc1cc(C)c(C(=O)N2CCC(N3CCC(C(=O)NC(C)C)CC3)CC2)o1,0,-14,-4,-2,-6,1.2,-16,0.0,-0.1
CCCCN1CC(N2CCN(C3CCN(C)CC3)CC2)CS1(=O)=O (stereo unspecified),10,.,11,.,.,.,-20,0.4,.
CSc1cccc(NC(=O)COc2cccc3ccccc23)c1,-18,-11,13,5,-10,0.5,27,0.8,-1.4
CC1CCCCC12NC(=O)N(CC(=O)NCCc1c[nH]c3ccccc13)C2=O (stereo unspecified),2,-4,22,.,-5,0.5,0,1.2,0.0
CC(C(=O)Nc1sc2c(c1C(=O)NCc1ccco1)CCCC2)N1C(=O)c2ccccc2C1=O (stereo unspecified),7,-16,2,-10,-3,-0.9,11,-0.1,0.1
O=c1[nH]n(-c2ccc(Cl)cc2)c2ncccc12,14,-6,-7,-3,-6,-0.2,-1,-0.6,0.1
CCOC(=O)N1CCN(C(=O)NC2CCCCC2)CC1,-2,-3,-7,2,-10,0.6,-18,0.0,4.5
O=C1C2C3C=CC(C3)C2C(=O)N1c1ccc2c(c1)OCO2 (stereo unspecified),-10,0,7,-5,-5,2.5,-11,0.2,0.4
O=C(CCCOc1ccc(Cl)cc1Cl)N/N=C\C1CCCCC1,-13,-23,6,10,-5,-0.3,-19,0.1,-1.6
COc1cc(NC(=O)Cc2nn(C)c(=O)c3ccccc23)cc(OC)c1OC,-6,-7,19,-7,-7,2.0,.,1.3,0.5
CCN(CC)c1ccc(CN2CCC(C(=O)NCc3ccc(C)cc3)CC2)cc1,-11,-12,10,-6,-9,2.6,-1,3.3,4.0
CCOC(=O)C1CCN(C(=O)CSc2c3c(nc4ccccc24)CCC3)CC1,-9,-12,22,10,-7,-0.1,4,1.2,-0.8
Cc1c(C(=O)NCCNc2ncc(C(F)(F)F)cc2Cl)cccc1[N+](=O)[O-],-13,-7,-1,-5,-22,2.0,2,0.7,0.7
CN1C(=O)/C(=C/c2ccc(OCc3ccc(F)cc3)cc2)N(C)C1=S,-12,0,19,-8,-5,0.9,18,0.9,-0.8
O=C(NCCC1=CCCCC1)c1coc(=O)c(Br)c1,-17,-10,-7,33*,-1,0.1,14,1.0,-0.3
CCOC(=O)C1CCCN(C(=O)C(CCSC)NC(=O)COc2ccccc2)C1 (stereo unspecified),10,.,-28,.,.,.,-6,0.2,.

# Only M1 PAM parental, CHO parental Ca and GPR7 antag (two entries from above):
Structure	M1 PAM parental	CHO parental Ca	GPR7 antag
Cc1noc(C)c1S(=O)(=O)N1CCN(Cc2ccc3c(c2)OCO3)CC1	11	7	-8
Cc1cccc(N=C2NC(=O)/C(=C/C=C/c3ccco3)S2)c1	19	-9	-8
